High-throughput results (PubChem)
NR3A LBD binder – modulators (binders) of human NR3A ligand-binding domain; 340,000 compounds, 2.5% hits; Tm shift relative to glycine control, % at 25 µM; AID 1259313; NR3A LBD differential scanning fluorimetry, Tm shift; 0% = protein alone, 100% = glycine-bound protein;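 active means melting temperature shift of at least 10% of the positive control shift, at one fixed dose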
mIAP activ – increases mouse intestinal alkaline phosphatase activity | muIAP, CDP-Star luminescence, 30 min; hits give high values; 1 = vehicle-only enzyme signal, 0 = enzyme-free wells | activation factor at 10 µM | 330,000 compounds, 0.24% hits | AID 2805;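 active means activation factor of at least 2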; further: the source names both 10 and 20 µM as test concentration; values of inactives mirror those of a sister screen read the other way
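Assay system: mouse IAP enzyme; reagent: chemiluminescent substrate CDP-Star; dosing: test compounds delivered from DMSO solution; schedule: 30 min at room temperature; measured by: luminescence from enzymatic CDP-Star hydrolysis; controls: DMSO-only wells and no-enzyme negative control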
MIN6 prolif – inducers of beta-cell replication in MIN6 cells | 330,000 compounds, 0.29% hits | proliferation, % at 10 µM | MIN6 cells proliferation, ATPlite luminescence, 48 h; cells starved in 0.2% serum; 100% = growth in 10% serum | AID 2380;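 active means compounds whose signal lies at least 3.5 SD above the mean of all wells on their plate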;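 further: 0% = DMSO-treated cells in low-serum medium and 100% = 10% serum control; some compounds called inactive have numbers as strong as hits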
mIAP block – mouse IAP inhibition; purified mouse IAP, CDP-Star luminescence, 30 min; AID 2806; inhibition, % at 10 µM; 330,000 compounds, 0.2% hits;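 active means inhibition of at least 40% at 10 µM in the primary screen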;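 further: plate controls were DMSO with enzyme for no effect and no enzyme wells for full effect; values of inactives mirror those of a sister screen read the other way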
hIAP block – human IAP inhibition; P09923; purified IAP, CDP-Star luminescence, 30 min; inhibition, % at 10 µM; 330,000 compounds, 0.12% hits;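 active means inhibition reaching a set limit with compound at 10 µM in the primary screen, cut at about 35% in these data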;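 further: plate controls were DMSO wells with enzyme for no effect and no-enzyme buffer wells for full effect; values of inactives mirror those of a sister screen read the other way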
APOBEC3G inh – inhibitors of human APOBEC3G DNA deaminase. Q9HC16. recombinant A3G, ssDNA deamination FAM/TAMRA fluorescence. inhibition, % at 20 µM. 330,000 compounds, 0.28% hits;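 active means inhibition of at least 40% at 20 µM, with no more than 30% in the related APOBEC3A deaminase screen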;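 further: plate controls were DMSO wells with A3G for no effect and wells lacking A3G enzyme for full effect; some compounds called inactive have numbers as strong as hits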
Target sequence (Q9HC16 whole entry, looked up): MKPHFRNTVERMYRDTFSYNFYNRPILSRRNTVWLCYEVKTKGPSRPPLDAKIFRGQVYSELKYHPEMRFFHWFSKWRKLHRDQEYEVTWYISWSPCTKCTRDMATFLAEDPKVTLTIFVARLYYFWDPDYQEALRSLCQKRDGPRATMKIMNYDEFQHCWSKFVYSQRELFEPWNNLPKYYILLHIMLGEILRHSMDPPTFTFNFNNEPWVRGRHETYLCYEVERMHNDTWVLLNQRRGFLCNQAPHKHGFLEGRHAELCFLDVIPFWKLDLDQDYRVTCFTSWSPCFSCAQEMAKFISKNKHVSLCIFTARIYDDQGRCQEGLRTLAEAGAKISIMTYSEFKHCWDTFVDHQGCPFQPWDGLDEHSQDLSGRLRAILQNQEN
MPTP block – blocks calcium-induced mitochondrial swelling. isolated mouse mitochondria, Ca2+ swelling absorbance, 30 min. inhibition, % at 10 µM. 360,000 compounds, 1.4% hits. AID 602449;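 active means inhibition of 50% or more, scaled per plate between neutral and stimulator controls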;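 further: 0% = DMSO wells given calcium and 100% = 1 mM EGTA wells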
hIAP act – human IAP activation; P09923; purified human IAP, CDP-Star luminescence, 30 min; hits give high values; 1 = vehicle-only enzyme, 0 = enzyme-free background; activation factor at 10 µM; 330,000 compounds, 0.16% hits;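 active means activation factor of the enzyme at least 2-fold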; further: the source names both 10 and 20 µM as test concentration; values of inactives mirror those of a sister screen read the other way
A3A deaminase – blocks human APOBEC3A ssDNA deamination; inhibition, % at 20 µM; 330,000 compounds, 0.41% hits; recombinant A3A, FAM/TAMRA ssDNA deamination fluorescence;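 active means at least 40% inhibition at 20 µM here, with at most 30% in a related deaminase screen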;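 further: plate controls were A3A with DMSO for no effect and wells lacking A3A enzyme for full effect; some results filed as inactive read as strong as hits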
Target sequence (P31941 whole entry, looked up): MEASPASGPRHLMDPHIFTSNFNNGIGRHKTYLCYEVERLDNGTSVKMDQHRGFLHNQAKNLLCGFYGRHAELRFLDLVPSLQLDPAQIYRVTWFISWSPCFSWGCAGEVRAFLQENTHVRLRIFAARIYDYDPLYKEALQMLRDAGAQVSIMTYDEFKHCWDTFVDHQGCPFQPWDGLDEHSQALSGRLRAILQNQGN
Numbers without * were called inactive.

Value order: NR3A LBD binder, mIAP activ, MIN6 prolif, mIAP block, hIAP block, APOBEC3G inh, MPTP block, hIAP act, A3A deaminase
- O=C(Nc1cc(Br)ccc1O)C1CC(c2c(F)cccc2Cl)=NO1 (stereo unspecified)
→ 2, 0.93, -5, 7, -4, -5, 3.1, 1, -1
- CC1(C)Cc2c(sc3c2C2=NCCN2C=N3)CO1
→ -1, 0.97, 1, 3, -4, -1, 6.5, 1, 2
- CC(C)OCCCNC(=O)CCSc1ccc(Cl)cc1
→ 0, 1, 3, -3, 22, -5, -0.8, 0.78, 0
- CCCCCCCCCCOC(=O)c1csc2nnsc12
→ -3, 1, -3, -1, -32, -2, 9.0, 1.3, -5
- O=C(NCCO)/C(=C\c1cccs1)NC(=O)c1cccs1
→ -2, 0.99, -1, 1, 12, 1, -1.5, 0.88, -1
- CC1CC(C)CN(C(=O)COC(=O)c2ccc3c(c2)OCCO3)C1 (stereo unspecified)
→ -2, 1.1, 2, -13, 4, -9, 1.2, 0.95, -4
- Cc1cc(=O)oc2c3c(cc(OCC(=O)N4CCC(C(=O)O)CC4)c12)OC(C)(C)CC3
→ 1, 0.85, -1, 15, -3, -6, -1.4, 1, -3
- CN(C)C(CNC(=O)Cc1cccc(C(F)(F)F)c1)c1ccccc1 (stereo unspecified)
→ -2, 1, -1, -4, -24, 1, 0.1, 1.2, -3
- COc1ccc(S(=O)(=O)N2CCC(C(=O)NCCN3CCOCC3)CC2)cc1C
→ -2, 1.1, -3, -7, 0, -7, 0.6, 1, -5
- O=C(NCCS(=O)(=O)N1CCN(c2ccccc2)CC1)c1ccc2c(c1)OCO2
→ 1, 1, 4, -4, 0, -8, -0.3, 0.99, -2
- Cc1c(C(=O)N2CCOCC2)sc(NC(=O)c2ccccc2F)c1C#N
→ -4, 1.1, 0, -7, -4, -9, 1.2, 1, -4
- Cc1ccc(-c2noc(CSc3nnc(-c4ccncc4)n3-c3ccc(F)cc3)n2)cc1
→ -1, 0.93, -3, 7, -2, -7, 0.4, 1, -4
- COc1cccc(C(=O)NC(=S)Nc2ccc(N3CCCC3)cc2)c1
→ -17, 0.78, -5, 22, 26, -5, -0.4, 0.74, -1
- CCS(=O)(=O)N1CCN(C(=O)COc2ccc(-c3ccccc3)cc2)CC1
→ -1, 0.86, -2, 14, 15, -2, 2.8, 0.85, -1
- Cc1ccc(NC(=O)CCn2cccc2)cc1F
→ -3, 1.1, 2, -9, 2, -6, -0.4, 0.98, -4
- CC1OC(Oc2ccc3ccc(=O)oc3c2-c2c(O)ccc3cc(Oc4ccc5ccc(=O)oc5c4)c(=O)oc23)C(O)C(O)C1O (stereo unspecified)
→ -5, 0.98, -2, 2, -12, -23, 1.8, 1.1, -8
- C#CC(=O)N(c1cccc(OC)c1)C(C(=O)NC1CCCC1)c1cccs1 (stereo unspecified)
→ -1, 1.1, -5, -6, 18, 4, -0.2, 0.82, 1
- O=C(CN1C2=NCCN2c2ccccc21)c1ccc(Br)s1
→ 5, 0.98, -2, 2, -9, -5, -0.6, 1.1, -2
- CSCC[C@@H](C(=O)NCc1cccs1)N1Cc2ccccc2C1=O
→ -2, 1.2, -1, -18, -2, -7, -1.3, 1, -6
- Nn1c(SCC(=O)Nc2ccc(N3CCOCC3)cc2)nnc1-c1ccccc1F
→ 0, 0.9, -4, 10, -7, -4, 0.0, 1.1, 0
- CCC(C)[C@H](NC(=O)c1cc2cc(Cl)ccc2n1C)C(=O)N1CCC(C(=O)O)CC1 (stereo partly specified)
→ 1, 0.99, -3, 1, -9, -6, 0.8, 1.1, -2
- O=C(NCc1ccc(F)cc1)c1ccc(CNc2c(N3CCOCC3)c(=O)c2=O)cc1
→ 2, 1.1, 1, -10, -15, -4, -0.2, 1.1, 0
- COc1cccc(N2CC(C(=O)Nc3nnc(SCC(=O)NCC4CCCO4)s3)CC2=O)c1 (stereo unspecified)
→ -1, 0.94, 2, 6, -1, -5, -1.0, 1, -2
- O=C1NC(O)(c2ccccc2)Oc2ccccc21 (stereo unspecified)
→ 1, 1, 4, -2, 0, -8, 0.7, 1, -3
- CCCC(=O)Nc1ccc(C(N)=O)cc1
→ 0, 1, -1, -2, -3, -9, -0.7, 1, -1
- CCSc1nnc(-c2cc(Br)ccc2N=Cc2c(C)[nH]n(-c3ccccc3)c2=O)c(=O)[nH]1
→ 6, 0.86, -1, 14, -24, 8, 20, 1.2, -1
- COc1ccccc1OCC(=O)N/N=C1\CCc2ccccc21
→ -3, 0.94, -5, 6, 7, 1, 2.2, 0.93, 1
- CCOC(=O)c1c(NC(=O)c2ccco2)n(C2CCCCC2)c2nc3ccccc3nc12
→ 0, 0.99, -4, 0, -4, -2, 0.4, 1, -2
- Cc1cc(C)cc(OCC(=O)OCc2cc([N+](=O)[O-])cc3c2OCOC3)c1
→ 2, 0.81, -2, 18, 1, -8, -0.5, 0.99, -2
- CCOC(=O)C(CC)(CC)C(=O)/C=C/c1ccc(Br)cc1
→ 2, 1, -3, 0, 3, 0, -0.3, 0.97, 1
- CCn1c(NC(=O)C2CCCCC2)nc2ccccc21
→ 0, 0.97, -2, 3, -30, -6, -0.9, 1.3, -12
- N#CCCN(Cc1cccnc1)C(=O)Nc1ccc(Cl)c(Cl)c1
→ 0, 0.97, 1, 3, 3, -4, 1.2, 0.97, -2
- CC(=O)Nc1c(-c2ccccc2)nc2ncccn12
→ 0, 0.94, -3, 6, 6, -7, -2.6, 0.94, -1
- COc1ccc(-c2csc(N(CCCN(C)C)C(=O)c3ccccc3Cl)n2)cc1
→ -1, 1.1, -4, -5, -11, -8, 0.5, 1.1, -1
- COc1ccccc1/C=N/NC(=O)c1ccc(C)nc1
→ 2, 1, -3, -1, -11, -5, 0.0, 1.1, -7
- Cc1[nH]n(-c2ccc([N+](=O)[O-])cc2)c(=O)c1C=NCCc1ccc(S(N)(=O)=O)cc1
→ -2, 0.96, -2, 4, -19, -4, 0.5, 1.2, 2
- O=C(NCc1ccco1)C(=O)NCC1OCCN1S(=O)(=O)c1ccc(Cl)cc1 (stereo unspecified)
→ 3, 1, 0, 0, 0, -3, -1.2, 1, 0
- O=C(COC(=O)c1ccc(-c2ccc([N+](=O)[O-])cc2)o1)NC(=O)NC1CCCCC1
→ 1, 0.92, -1, 8, -1, 1, 2.2, 1, 1
- O=C(CCN1C(=O)C2CCCCC2C1=O)N1CCN(S(=O)(=O)c2c(F)cccc2F)CC1 (stereo unspecified)
→ 0, 0.95, 3, 5, 15, -5, -0.9, 0.85, 1
- O=C(O)c1c[nH]c2ccc(S(=O)(=O)N3CCOCC3)cc12
→ 1, 1, 1, -1, -9, -4, 0.4, 1.1, -3
- Cc1ccc(Cl)c(OC(=O)c2nn(C(C)C)c(=O)c3ccccc23)c1
→ -3, 1.1, -1, -7, 9, -6, 3.8, 0.91, 3
- CCc1ccc([C@@H]2C[C@H]3CN(Cc4ccccc4OC)C(=O)[C@]34CCCN24)cc1
→ 0, 0.92, -2, 8, -4, -3, 1.2, 1, -4
- COc1ccccc1CN1CCNC(=O)C1CC(=O)NCc1c(C)n[nH]c1C (stereo unspecified)
→ 1, 0.89, -3, 11, -8, 2, -0.4, 1.1, 0
- CC(C)(C)c1ccc(NC(=O)c2cc[n+]([O-])cc2)cc1
→ 3, 1, 1, -1, 4, -8, -1.8, 0.96, -1
- COC(=O)c1nc2n(n1)C(c1ccc(OC)c(OC)c1OC)C1=C(CCCC1=O)N2 (stereo unspecified)
→ -2, 1, -1, -2, 5, 3, -1.4, 0.95, 1
- Cc1cc(=O)oc2cc(OC(C)C(=O)NCC3CCCO3)ccc12 (stereo unspecified)
→ 0, 1, -2, 0, 6, -5, 0.0, 0.94, -1
- CCOC(=O)N1CCN(C2=Nc3cccc4cccc2c34)CC1
→ 0, 0.89, 1, 11, 9, -8, -0.2, 0.91, -1
- CC(CCc1ccccc1)NC(=O)C1CCN(C(=O)c2sccc2-n2cccc2)CC1 (stereo unspecified)
→ 0, 1.2, 3, -23, -14, -1, 0.5, 1.1, -1
- COc1ccc(-c2cn[nH]c2-c2ccc(O)cc2O)cc1OC
→ -8, 0.96, -2, 4, -14, -2, 0.0, 1.1, 1
- O=C(Cn1cc2c(n1)CCCC2)NCCc1ccccc1
→ 2, 1, -2, 0, 16, -5, -2.8, 0.84, -4

Ordered by heavy-atom count (rising): part of the list above.
Value order: NR3A LBD binder, mIAP activ, MIN6 prolif, mIAP block, hIAP block, APOBEC3G inh, MPTP block, hIAP act, A3A deaminase
- O=C(Cn1cc2c(n1)CCCC2)NCCc1ccccc1
→ 2, 1, -2, 0, 16, -5, -2.8, 0.84, -4
- Cc1ccc(Cl)c(OC(=O)c2nn(C(C)C)c(=O)c3ccccc23)c1
→ -3, 1.1, -1, -7, 9, -6, 3.8, 0.91, 3
- COc1ccccc1CN1CCNC(=O)C1CC(=O)NCc1c(C)n[nH]c1C (stereo unspecified)
→ 1, 0.89, -3, 11, -8, 2, -0.4, 1.1, 0

(cont.)
Value order: NR3A LBD binder, mIAP activ, MIN6 prolif, mIAP block, hIAP block, APOBEC3G inh, MPTP block, hIAP act, A3A deaminase
- COc1ccc(NC2CCCN(C(=O)CCCN3CCCCC3=O)C2)cc1 (stereo unspecified)
→ -3, 0.97, -2, 3, -31, -4, -0.2, 1.3, -6
- CC1(C)OC(=O)C(C(c2ccccc2)C(C#N)C(N)=O)=C(O)O1 (stereo unspecified)
→ 0, 1.1, 2, -9, 10, -3, 1.7, 0.9, -1
- Cc1ccccc1CN1C[C@@H]2C[C@@H](c3cn[nH]c3-c3ccccc3)N3CCC[C@@]23C1=O
→ -2, 1.1, -3, -6, -7, -2, 0.2, 1.1, 2
- N#Cc1cc(NCC2CCCO2)c([N+](=O)[O-])cc1C#N (stereo unspecified)
→ -8, 0.88, -2, 12, 5, 0, 0.2, 0.95, 2
- Cc1ccc(C)c(S(=O)(=O)NCc2ccc(C(=O)N3CCN(c4ccccc4)CC3)cc2)c1
→ 5, 0.94, 0, 6, -21, -6, 1.3, 1.2, -9
- O=C(/C=C/c1ccccc1Cl)Nc1ccccc1
→ 20*, 0.95, -5, 5, -10, 2, 24, 1.1, 1
- Cc1ccc(C(=O)Nc2ccc3c(c2)OCO3)o1
→ 3, 0.93, -2, 7, -3, -2, -1.6, 1, 0
- CSc1ccc(/C=N/NC(=O)CN2CCN(Cc3ccccc3Cl)CC2)cc1
→ 2, 0.91, 0, 9, -10, -6, 2.2, 1.1, -1
- Cc1cc(NC(=O)C2C3C(=O)N(Cc4ccc(Cl)cc4)C(C(=O)NC4CCCCC4)C34C=CC2(C)O4)no1 (stereo unspecified)
→ -4, 0.95, -2, 5, -6, -7, 0.2, 1.1, -5
- COCCCNC(=O)c1c(N)n(-c2ccccc2)c2nc3ccccc3nc12
→ 0, 1.2, -3, -21, -28, -4, 1.6, 1.3, -3
